FEN1 inhibitor: inhibitors of human flap endonuclease 1; Potency, µM (titrated, usually from 114 µM), without a hit: at the top dose activity change, negative = inhibition, hits mostly inhibitors; Recombinant FEN1 flap cleavage, fluorescence, 15 min; 390,000 tested, 0.35% active; P39748; AID 588795; further: nearly all actives have a fitted effect of over 65% in size
Target sequence (P39748 whole entry, looked up): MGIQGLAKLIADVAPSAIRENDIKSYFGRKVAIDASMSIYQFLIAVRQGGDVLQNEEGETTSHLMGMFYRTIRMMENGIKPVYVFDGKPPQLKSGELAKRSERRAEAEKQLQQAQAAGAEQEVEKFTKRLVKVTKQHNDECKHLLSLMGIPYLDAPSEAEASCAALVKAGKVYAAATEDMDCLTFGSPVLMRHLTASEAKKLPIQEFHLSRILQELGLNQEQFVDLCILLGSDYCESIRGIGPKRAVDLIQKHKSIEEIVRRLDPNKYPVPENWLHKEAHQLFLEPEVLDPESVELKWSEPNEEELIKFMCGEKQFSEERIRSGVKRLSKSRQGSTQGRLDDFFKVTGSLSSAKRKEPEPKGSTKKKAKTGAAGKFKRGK
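Steps: FEN1 (10 nM) dispensed; compound added by pin tool; 15 min at room temperature; substrate added to 50 nM final; reads at 0 min and 15 min; data normalized and fitted (four-parameter Hill).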
N370S GC mod: inhibits or activates N370S mutant glucocerebrosidase; 330,000 tested, 0.092% active; N370S GC spleen homogenate, 4MU-glucoside fluorescence; Potency, µM (doses to about 59.4 µM), for inactives: at the highest dose activity change, negative = inhibition, actives largely listed as inhibitors;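 further: 0% = full enzyme activity and -100% = no enzyme basal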
TDP1 cell CPT: DT40-hTDP1 cell growth loss with CPT | Potency, µM (titrated, usually from 46.2 µM), for the others: at the highest dose activity change, negative = growth inhibition, hits mostly inhibitors | AID 686979 | chicken DT40 Tdp1-/-;hTDP1 cells + 20 nM CPT, ATP luminescence, 48 h | 420,000 tested, 12% active; further: nearly all actives have a fitted effect of over 55% in size
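Cell growth measured by CellTiter-Glo luminescence after a minimum 48 h, 37 C compound exposure with 20 nM CPT in Tdp1-knockout DT40 cells stably expressing hTDP1, seeded 400/well; qHTS titration format.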
Numbers without * were called inactive; ? = inconclusive; · = not tested or not shown. The call rests on the fitted dose curve; in most records, active means well fitted curve in the direction sought with a large enough effect; inconclusive means small, poorly fitted or top-dose-only effect, or another doubt; inactive means no such curve, though single readings can be large; an effect the other way counts as inactive or inconclusive. Unless noted, on the % scale 0 is the no-effect control and ±100 the full control effect; potency means the concentration at half of the fitted maximal effect. An excerpt; rates above refer to the full screens.

#1 COc1ccc(OC)c(NC(=O)C2CCC(CNc3c(N4CCC(C)CC4)c(=O)c3=O)CC2)c1 (stereo unspecified)
#2 O=C(CSc1ncc(S(=O)(=O)c2ccc(Br)cc2)c(=O)[nH]1)NCc1ccccc1Cl
#3 O=C(Nc1cccc(F)c1)N1CCC2(CC1)CCN(C(=O)c1cnccn1)CC2
#4 CC(=O)/C(=C\c1ccccc1)CC(=O)O
#5 CCCSc1nc2c(c(=O)[nH]c(=O)n2C)n1C
#6 CCCCn1c(N)c(N(CCC(C)C)C(=O)COC(=O)c2cccnc2SC)c(=O)[nH]c1=O
#7 CCn1nc(C(C)C)cc1C(=O)N1CCCC(CO)(Cc2ccc(F)cc2F)C1 (stereo unspecified)
#8 O=C(CC1C(=O)NCCN1CCCc1ccccc1)NCCc1ccccc1Cl (stereo unspecified)
Assay by compound,1,2,3,4,5,6,7,8
FEN1 inhibitor,-16.1%,11.6%,·,·,-0.4%,5.3%,9.5%,-14.7%
N370S GC mod,-4.3%,·,-1.6%,3.5%,-3.5%,1.5%,-4.5%,-6.5%
TDP1 cell CPT,?,0.7%,10.9%,0.6%,-10.6%,-3.0%,23.1µM*,?

#9 Cc1cc(=O)oc2cc(OCC(=O)NCCCN3CCCC3=O)c(Cl)cc12
#10 CCOC(=O)C(C)Sc1nc(-c2ccccc2Cl)cc(-c2ccccc2)c1C#N (stereo unspecified)
#11 CN(C)CCn1c(=S)[nH]c2ncccc2c1=O
#12 COc1ccccc1-c1cncnc1N1CCN(C)CC1
#13 CCc1nnc(SCC(=O)N2CCCc3ccccc32)nc1CC
#14 FC(F)(F)c1nc(-c2cccnc2)ncc1-c1nnnn1-c1ccccc1
#15 COc1c(Cl)cc(-c2noc(C)c2C(=O)NCc2ccccc2)cc1Cl
#16 COc1ccc(C(=O)Oc2ccc(/C=N/NC(=O)Cc3ccc([N+](=O)[O-])cc3)cc2)cc1
Assay by compound,9,10,11,12,13,14,15,16
FEN1 inhibitor,-13.1%,1.5%,0.7%,·,8.8%,-8.7%,-13.7%,2.3%
N370S GC mod,-4.4%,·,-6.6%,-11.2%,5.5%,7.0%,-7.8%,3.2%
TDP1 cell CPT,3.8%,13µM*,18.9%,-2.4%,-15.8%,?,5.9%,-18.7%

The last 4 entries of the section above lead into the next:
#13 CCc1nnc(SCC(=O)N2CCCc3ccccc32)nc1CC
#14 FC(F)(F)c1nc(-c2cccnc2)ncc1-c1nnnn1-c1ccccc1
#15 COc1c(Cl)cc(-c2noc(C)c2C(=O)NCc2ccccc2)cc1Cl
#16 COc1ccc(C(=O)Oc2ccc(/C=N/NC(=O)Cc3ccc([N+](=O)[O-])cc3)cc2)cc1
#17 CC[C@@H]1C=C(C(=O)O)[C@H](c2ccc(F)cc2)N1S(=O)(=O)c1ccc(C)cc1
#18 c1coc(Cn2nnnc2CN2CCN(C3CCCCC3)CC2)c1
#19 O=C(NCc1ccccn1)Nc1ccccc1F
#20 O=C(NCCN1C(=O)S/C(=C\c2ccc(F)cc2)C1=O)c1cccc(S(=O)(=O)N2CCOCC2)c1
#21 CCOc1ccc(CN2CCC(=O)NC2=O)cc1
#22 CN(C)CCCNCC(=O)Nc1ccccc1N1CCOCC1
#23 Cc1[nH]nc2c1C(Cc1ccccc1)C(C#N)=C(N)O2 (stereo unspecified)
#24 C[C@H](NC(=O)[C@H]1N2C(=O)c3ccccc3C2SC1(C)C)C(=O)NCC1CCCO1 (stereo partly specified)
Assay by compound,13,14,15,16,17,18,19,20,21,22,23,24
FEN1 inhibitor,8.8%,-8.7%,-13.7%,2.3%,-8.6%,-7.9%,21.2%,-4.9%,1.9%,5.7%,5.1%,-6.7%
N370S GC mod,5.5%,7.0%,-7.8%,3.2%,·,4.9%,-10.1%,16.6%,0.4%,·,21.6%,1.4%
TDP1 cell CPT,-15.8%,?,5.9%,-18.7%,7.4%,9.1%,29.8%,23.1µM*,-1.8%,-10.2%,-25.0%,2.3%

#25 COc1ccccc1N1CCN(C(=O)c2c3c(nc4ccccc24)C(=O)N(C2CCCCC2)C3)CC1
#26 NC(=O)c1ccsc1NC(=O)COC(=O)c1ccccc1NCc1ccco1
#27 COc1ccc(N(CC(=O)NCc2ccc(Cl)cc2)S(=O)(=O)c2c(C)noc2C)cc1
#28 CCc1ccc(NC(=O)C(C)OC(=O)C2CCC(=O)N2)cc1 (stereo unspecified)
#29 COc1ccc(NC(=O)CN(C)C(=O)c2cccnc2Sc2ccc(C)c(C)c2)cc1
#30 CCCc1cc(-c2n[nH]c(=S)n2CC(C)C)cs1
#31 Cc1c(Cc2ccc3c(c2)OCO3)sc(NC(=O)c2cccc3ccccc23)c1C(N)=O
#32 COC(=O)c1cc2oc3ccccc3c2n1CC(=O)Nc1cccc(SC)c1
Assay by compound,25,26,27,28,29,30,31,32
FEN1 inhibitor,-1.0%,1.9%,-2.6%,-9.1%,-1.2%,-17.4%,-22.1%,-1.9%
N370S GC mod,·,1.3%,15.3%,0.2%,-5.2%,22.1%,16.4%,·
TDP1 cell CPT,13µM*,-29.3%,?,-1.5%,-28.2%,?,?,?

#33 CCC(C(=O)N1CC2(C)CC1CC(C)(C)C2)N1C(=O)c2ccccc2C1=O (stereo unspecified)
#34 COc1cccc(NC(=O)CSc2nc3ccccc3c(=O)n2Cc2cccs2)c1
#35 CCN(CCS(=O)(=O)c1ccc(Cl)cc1)C(=O)Nc1ccccc1
#36 COc1cccc(Nc2ncc3nc(C)c(=O)n(C)c3n2)c1
#37 C[C@H](NC(=O)c1nc[nH]c1C(=O)N[C@H](C)c1ccccc1)C(=O)OC(C)(C)C
#38 Cn1nccc1C(=O)N1CCc2ccccc21
#39 COc1cc2c(cc1OC)CN(CC(=O)NC(=O)NC1CCCCC1)CC2
#40 Cc1cc(C)c2oc(-c3cccc(NC(=O)c4ccco4)c3)nc2c1
Assay by compound,33,34,35,36,37,38,39,40
FEN1 inhibitor,0.8%,-0.2%,-1.4%,·,-18.0%,-2.2%,-9.5%,-6.7%
N370S GC mod,8.7%,?,0.4%,1.1%,23.0%,-2.0%,3.4%,·
TDP1 cell CPT,?,20.6µM*,1.8%,?,14.6µM*,-1.4%,-2.9%,?

#41 COc1ccc(-c2[nH]ncc2CN2CCC(c3ccncc3)CC2)cc1F
#42 O=C(Cn1nc(-c2ccccc2)ccc1=O)Nc1ccc(N2CCN(C(=O)c3cccs3)CC2)cc1
#43 CN(C)c1nc(-c2ccccc2)c2cc(Cl)ccc2n1
#44 N=c1c2ccccc2nnn1-c1cccc(C(F)(F)F)c1
#45 COc1ccc(C(=O)/C=C2/C(=O)Nc3ccccc32)cc1OC
#46 Cc1nn(Cc2ccc(C(=O)NC(C)(C)C)o2)c(C)c1Br
#47 C=CCc1ccc(OCCOc2cccc3cccnc23)c(OC)c1
#48 CC(=O)Nc1ccc(NC(=O)CSc2ncc(C(=O)Nc3ccc(Cl)cc3)c(=O)n2C)cc1
Assay by compound,41,42,43,44,45,46,47,48
FEN1 inhibitor,-5.9%,2.0%,2.7%,-3.3%,11.2%,7.1%,-22.1%,-0.2%
N370S GC mod,2.6%,-4.8%,4.5%,2.6%,2.8%,13.3%,-0.6%,-5.9%
TDP1 cell CPT,2.5%,?,-10.7%,-17.4%,16.4µM*,23.1µM*,?,?

#49 CCn1c(SCC(=O)Nc2cccc(F)c2)nnc1-c1cc2cc(Br)ccc2o1
#50 COC(=O)c1cccc(NS(=O)(=O)c2cccs2)c1C
#51 CC1=C(C(=O)N(C)C)C(c2ccccc2OC(F)F)NC(=O)N1 (stereo unspecified)
#52 COc1ccccc1CNC(=O)C1CCN(S(=O)(=O)c2ccc3nc4c(c(C(=O)O)c3c2)CCCC4)CC1
#53 N#Cc1nc(COc2ccccc2Cl)oc1NCc1ccco1
#54 CC(C)(C)n1ncc2c(=O)n(CC(=O)N3CCN(c4ccccc4)CC3)cnc21
#55 Cc1ccc(-c2c3c(=O)n(C)c(=O)n(C)c3cn2-c2cc(C)ccc2O)cc1
#56 O=C1C2C(c3ccccc3)CC=CC2[C@H](c2cccc([N+](=O)[O-])c2)N1Cc1ccccc1 (stereo partly specified)
Assay by compound,49,50,51,52,53,54,55,56
FEN1 inhibitor,-5.2%,-7.4%,-1.0%,-9.7%,7.4%,-10.8%,-3.4%,-16.9%
N370S GC mod,-18.0%,-6.9%,8.9%,-1.0%,2.1%,12.9%,·,-10.3%
TDP1 cell CPT,-0.4%,-14.0%,0.4%,0.1%,?,-24.3%,?,16.4µM*

#57 CC1CN(S(=O)(=O)c2cccc(C(=O)NCCCn3ccnc3)c2)CC(C)O1 (stereo unspecified)
#58 CC1CCCCC12NC(=O)N(CC(=O)N1CCN(S(=O)(=O)/C=C/c3ccccc3)CC1)C2=O (stereo unspecified)
#59 COc1ccc(S(=O)(=O)N(CC(=O)NCc2ccncc2)Cc2ccccc2)cc1
#60 COc1cccc(-c2nn(-c3ccccc3)cc2C(=O)Nc2nccs2)c1
#61 Cc1cc(C)cc(NC(=O)Oc2ccccc2N2CCCCC2)c1
#62 OCCCNc1nc(-c2ccc(Br)cc2)nnc1-c1ccc(Cl)cc1
#63 CCC(=O)N1CCN(c2ccccc2NC(=O)COc2cccc(C)c2C)CC1
#64 CCOC(=O)N1CCN(C(=O)c2cn(C)c3ccc(S(=O)(=O)N(CC)CC)cc3c2=O)CC1
Assay by compound,57,58,59,60,61,62,63,64
FEN1 inhibitor,0.8%,-3.7%,-0.4%,-1.0%,-8.6%,-14.9%,-11.6%,-5.8%
N370S GC mod,5.5%,·,-4.9%,-11.3%,4.9%,?,-2.9%,1.9%
TDP1 cell CPT,-1.8%,-2.0%,?,?,0.3%,23.1µM*,?,-4.9%

Three of the compounds above, with each value named.
(61) Cc1cc(C)cc(NC(=O)Oc2ccccc2N2CCCCC2)c1
  FEN1 inhibitor = -8.6%
  N370S GC mod = 4.9%
  TDP1 cell CPT = 0.3%

(64) CCOC(=O)N1CCN(C(=O)c2cn(C)c3ccc(S(=O)(=O)N(CC)CC)cc3c2=O)CC1
  FEN1 inhibitor = -5.8%
  N370S GC mod = 1.9%
  TDP1 cell CPT = -4.9%

(59) COc1ccc(S(=O)(=O)N(CC(=O)NCc2ccncc2)Cc2ccccc2)cc1
  FEN1 inhibitor = -0.4%
  N370S GC mod = -4.9%
  TDP1 cell CPT = ?

The results go on.
#65 O=C(NCc1cccnc1)c1ccc([N+](=O)[O-])o1
#66 Cc1cccc(C(=O)NC2CCN(C(=O)Nc3ccccc3C)CC2)c1
#67 CC(C)[C@H](NC(=O)[C@H]1N2C(=O)c3ccccc3C2SC1(C)C)C(=O)NCc1ccco1 (stereo partly specified)
#68 Cc1ccc(S(=O)(=O)N[C@@H](CC(C)C)C(=O)N2CCC(C(=O)N[C@@H](Cc3ccccc3)C(=O)O)CC2)cc1
#69 Cn1cnnc1SCC(=O)c1ccc2c(c1)OCCO2
#70 Cc1ccc(N(CC(C)C)S(=O)(=O)c2nnc(NC(=O)c3cccs3)s2)cc1
#71 Cc1cc(C)c(NC(=O)Cn2c(=O)n(CCc3ccccc3)c(=O)c3ccccc32)c(C)c1
#72 Cc1ccc(-c2cccc(CN3CCN(C(C)C)C(CCO)C3)c2)o1 (stereo unspecified)
Assay by compound,65,66,67,68,69,70,71,72
FEN1 inhibitor,-3.6%,22.2%,-2.3%,7.5%,-15.4%,0.7%,-5.0%,-6.2%
N370S GC mod,1.0%,0.1%,1.2%,-2.3%,-0.9%,·,·,3.7%
TDP1 cell CPT,?,-8.0%,-1.5%,?,-23.6%,?,14.6µM*,13.0%

#73 COC(=O)CCP(=O)(O)Cc1ccccc1CP(=O)(O)CCC(=O)OC
#74 COc1ccc(/C=N/n2cnc3scc(-c4cccs4)c3c2=O)cc1OC
#75 CC(Sc1ccc(Cl)cc1)C(=O)NNC(=O)c1ccncc1 (stereo unspecified)
#76 O=C(Nc1ccc(S(=O)(=O)N2CCCC2)cc1)C1COc2ccccc2O1 (stereo unspecified)
#77 COc1cc(CCC(=O)OCC(=O)Nc2ccc(F)c(F)c2F)cc(OC)c1OC
Assay by compound,73,74,75,76,77
FEN1 inhibitor,2.2%,-4.7%,-15.4%,-12.3%,3.1%
N370S GC mod,1.7%,-21.8%,·,?,-4.0%
TDP1 cell CPT,4.1%,18.4µM*,-8.9%,?,-14.1%

Assay outcomes deposited in PubChem by National Center for Advancing Translational Sciences (NCATS).
